Bioassay records deposited in PubChem BioAssay by National Center for Advancing Translational Sciences (NCATS).
TRHR ag – TRH receptor (human) agonism; P34981; TRHR cells, calcium flux fluo-8, FDSS agonist mode; activation, % at 2 µM; 360,000 compounds, 0.18% hits; AID 493084; in the data active = activation above about 30%; also: 0% is about no effect
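Fluo-8-loaded TRHR cells; 10 s baseline, compound added, kinetic Ca2+ fluorescence read 1/s, agonist mode.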
USP1-UAF1 inh – inhibitors of human USP1/UAF1 deubiquitinase. AID 743255. 390,000 compounds, 0.23% hits. recombinant USP1/UAF1, Ub-Rhodamine cleavage fluorescence. O94782. Potency, µM (doses to about 57.1 µM), for inactives: top-dose activity change, negative = inhibition, actives largely listed as inhibitors; also: potency is read from the fitted curve at half-maximal effect; % is scaled to controls: 0 for no effect and ±100 for the full control effect; nearly all actives have a fitted effect of over 60% in size; inactives centre near -12
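In this screen, compounds sit with the deubiquitinase complex (1nM) for 15 min at room temperature before Ub-Rho is added at 150nM final. Fluorescence rise is then followed for 6 reads every 60 seconds.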
TrxR1 substrate – is turned over as a substrate by rat TrxR1; 390,000 compounds, 0.01% hits; purified TrxR1 substrate turnover, NADPH consumption readout; AID 588456; Potency, µM (doses to about 114 µM), inactives show top-dose activity change, negative = substrate turnover; O89049; also: potency is read from the fitted curve at half-maximal effect; % is scaled to controls: 0 for no effect and ±100 for the full control effect; nearly all actives have a fitted effect of over 50% in size
Target sequence (O89049 whole entry, looked up): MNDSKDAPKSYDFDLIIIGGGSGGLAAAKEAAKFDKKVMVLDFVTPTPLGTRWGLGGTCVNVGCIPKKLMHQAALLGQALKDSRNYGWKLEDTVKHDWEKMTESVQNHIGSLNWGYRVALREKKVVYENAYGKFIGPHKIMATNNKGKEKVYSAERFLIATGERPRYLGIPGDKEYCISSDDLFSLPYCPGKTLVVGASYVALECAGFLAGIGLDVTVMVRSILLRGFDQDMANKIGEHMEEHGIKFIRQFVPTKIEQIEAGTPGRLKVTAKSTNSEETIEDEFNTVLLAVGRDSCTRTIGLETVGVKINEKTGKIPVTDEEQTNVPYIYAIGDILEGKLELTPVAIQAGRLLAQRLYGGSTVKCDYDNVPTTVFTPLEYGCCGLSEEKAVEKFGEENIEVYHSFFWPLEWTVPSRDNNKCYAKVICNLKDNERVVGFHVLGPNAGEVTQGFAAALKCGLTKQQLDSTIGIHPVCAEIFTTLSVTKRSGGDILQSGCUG
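Rat TrxR1, dispensed at 90 nM, was prereduced with 400 uM NADPH (final) for 5 min at ~22 deg C, then incubated with compound 15 min before 400 uM selenite. A first-read NADPH fluorescence drop versus no-compound background flagged substrates.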
TrxR1 inh – rat TrxR1 inhibition; 390,000 compounds, 1% hits; Potency, µM (doses to about 114 µM), for inactives: at the top dose activity change, negative = inhibition, actives largely listed as inhibitors; O89049; recombinant rTrxR1, NADPH fluorescence consumption, selenite substrate; also: potency is read from the fitted curve at half-maximal effect; % is scaled to controls: 0 for no effect and ±100 for the full control effect; nearly all actives have a fitted effect of over 65% in size
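Rat TrxR1 (90 nM in the dispensed reagent) was pre-reduced with 400 uM NADPH for 5 min at room temperature, then incubated with compound for 15 min. After 400 uM selenite was added, NADPH fluorescence (Ex 340/Em 450 nm) was followed for 8 min.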
TRHR enhancer – allosteric enhancers of human TRH receptor; TRHR cells, fluo-8 calcium fluorescence, EC20 TRH enhancement; enhancement, % at 2 µM; 360,000 compounds, 0.66% hits; AID 493056; in the data active = enhancement above about 30%; also: 0% is about no effect
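TRHR-expressing cells loaded with fluo-8 calcium dye were read kinetically (ex 480/em 530) during compound addition, then stimulated with an EC20 of TRH (10 nM final). Enhancement of the Gq-mediated intracellular calcium response was scored.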
D2 antagonist – antagonizes the human D2 dopamine receptor; P14416; HEK293 TREx D2 cells, calcium flux, dopamine EC80; inhibition, % at 10 µM; 340,000 compounds, 2% hits; AID 485344; in the data active = inhibition above about 30%; also: 0% is about no effect
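Calcium mobilization kinetics were recorded at 1 s intervals in tetracycline-induced HEK293 T-REx D2 cells, first for 180 s after compound addition and then 180 s after EC80 dopamine.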
IDH1 R132H inh – human IDH1 R132H inhibition; 390,000 compounds, 0.093% hits; AID 602179; Potency, µM (doses to about 76.6 µM), for the others: at the top dose activity change, negative = inhibition, hits mostly inhibitors; O75874; IDH1-R132H enzyme, NADPH consumption, diaphorase/resazurin fluorescence; also: potency is read from the fitted curve at half-maximal effect; % is scaled to controls: 0 for no effect and ±100 for the full control effect; nearly all actives have a fitted effect of over 65% in size
Target sequence (O75874 whole entry R132H, stated change not applied): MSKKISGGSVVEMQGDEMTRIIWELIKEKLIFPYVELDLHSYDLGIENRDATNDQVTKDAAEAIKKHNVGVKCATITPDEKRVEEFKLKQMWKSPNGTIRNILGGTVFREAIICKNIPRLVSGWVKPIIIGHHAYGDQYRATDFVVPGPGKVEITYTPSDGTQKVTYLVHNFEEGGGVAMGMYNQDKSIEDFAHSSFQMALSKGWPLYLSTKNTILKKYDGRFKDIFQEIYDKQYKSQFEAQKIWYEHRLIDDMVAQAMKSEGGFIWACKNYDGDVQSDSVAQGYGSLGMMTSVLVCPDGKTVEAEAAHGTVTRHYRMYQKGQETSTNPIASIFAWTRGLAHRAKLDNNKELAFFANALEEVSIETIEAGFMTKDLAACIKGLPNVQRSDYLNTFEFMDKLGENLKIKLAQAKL
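IDH1-R132H (0.5 ug/mL dispensed) in pH 7.5 Tris buffer was preincubated 30 min with compound, then given a substrate mix of 0.016 mM NADPH and 2 mM alpha-KG for 80 min at room temperature; remaining NADPH was read by diaphorase/resazurin fluorescence.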
Pin1 inhibitor – human Pin1 inhibition; Q13526; Potency, µM (highest dose often 115 µM), without a hit: top-dose activity, negative = inhibition, usual class: inhibitors; 390,000 compounds, 0.009% hits; Pin1 FP peptide displacement, HiFluor488, 10 min; active = well fitted inhibition curve with a large enough effect in the polarisation, with a control signal flat, not every such curve was filed as active; inconclusive = small, poorly fitted or top-dose-only effect, or effect the other way, or a change in a side signal; inactive = no such curve, though single readings can be large or run the other way; the % refers to the polarisation; also: potency is read from the fitted curve at half-maximal effect; % is scaled to controls: 0 for no effect and ±100 for the full control effect
Target sequence (Q13526 whole entry, looked up): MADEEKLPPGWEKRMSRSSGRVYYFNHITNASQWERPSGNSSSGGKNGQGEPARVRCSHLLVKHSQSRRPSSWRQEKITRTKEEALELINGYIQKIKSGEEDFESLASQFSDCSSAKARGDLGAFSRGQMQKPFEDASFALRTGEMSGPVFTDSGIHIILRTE
D2 ag – activates the human D2 dopamine receptor. P14416. HEK293 T-REx D2 cells, calcium flux agonist mode. 340,000 compounds, 0.53% hits. activation, % at 2 µM;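 active = activation over 3 SD above normal in the single-dose calcium agonist read, cut at about 30% in these data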; also: 0% is about no effect
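In this primary screen, compounds producing a positive calcium signal within 180 s of addition to tetracycline-induced, force-coupled HEK293 Trex D2 cells are flagged; cells are dye-loaded with a no-wash calcium kit beforehand.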
The depositor's hits bear a star; ? = inconclusive; nt = no result given; [ ] = another dose, or the depositor's remark. Unless noted, calls follow the shape of the dose curve; as a rule, active = well fitted inhibition curve with a large enough effect; inconclusive = small, poorly fitted or top-dose-only effect; inactive = no such curve, though single readings can be large or run the other way. An excerpt. The share of hits here may be higher or lower than overall.

1: COc1ccccc1NC(=O)C1=C(C)Nc2nc(CCCO)nn2C1c1ccc2c(c1)OCO2 (stereo not given)
2: CCCSc1cc(N2CCOCC2)nc(-c2ccccc2Cl)n1
3: Cc1ccc(Cl)cc1N(CC(=O)NC1CCCC1)C(=O)c1csnn1
4: COc1cccc(C2=NS(=O)(=O)N(C)C(C(=O)Nc3ccccc3SC)=C2)c1
5: Cn1c(SCc2ccc(Cl)cc2)nnc1-c1ccc2nonc2c1
6: COc1cccc(N2CCN(c3ncnc4c3cnn4-c3ccc(C)cc3C)CC2)c1

assay / compound,1,2,3,4,5,6
TRHR enhancer,1,14,3,4,-17,1
D2 antagonist,0,-8,0,nt,12,23
D2 ag,-0.1,-1.0,1.1,-1.8,-2.1,-0.2
TrxR1 substrate,10%[57.1 µM],12%[57.1 µM],6%[0.0914 µM],-4%,9%,18%
Pin1 inhibitor,4%,-1%,-2%,10%,-5%,2%
TrxR1 inh,12%[57.1 µM],14%[57.1 µM],22%[57.1 µM],22%,0%,39%[activator]
USP1-UAF1 inh,-17%,-17%,-17%,-4%,-11%,-27%
TRHR ag,-0.3,1.1,1.3,-0.6,-1.2,0.2
IDH1 R132H inh,-1%,3%,4%,6%,-4%,9%

7: O=C(CN1C(=O)C(=O)N(Cc2ccccc2)C1=O)c1ccc[nH]1
8: CCC(C)(C)NC(=O)c1ccc2c(c1)N(CC(=O)NC1CCCC1)C(=O)C(C)(C)O2
9: S=c1[nH]nc(-c2cc(-c3ccco3)[nH]n2)n1-c1cccc2ccccc12
10: COc1cc(NC(=O)c2ccc(-n3cnc4cccnc43)cc2)cc(OC)c1
11: Cc1cccc(N(C)S(=O)(=O)c2ccc3[nH]c(=O)c(=O)[nH]c3c2)c1
12: O=S(=O)(Nc1ccc(NS(=O)(=O)c2ccccc2)c(Cl)c1)c1ccccc1

assay / compound,7,8,9,10,11,12
TRHR enhancer,3,5,5,-1,9,nt
D2 antagonist,10,62*,4,nt,-6,nt
D2 ag,0.1,-1.3,0.3,-0.1,0.1,nt
TrxR1 substrate,-8%,2%,9%,-10%,8%[57.1 µM],-6%[57.1 µM]
Pin1 inhibitor,3%,1%,?,5%,-22%,?
TrxR1 inh,-12%,7%,?,-5%,-9%[57.1 µM],12%[57.1 µM]
USP1-UAF1 inh,-17%,-28%,-15%,-21%,-11%,-2%
TRHR ag,-0.2,0.3,-1.0,0.3,0.0,nt
IDH1 R132H inh,1%,-4%,-2%,-8%,4%,0%

Continued, overlapping the part above by four compounds.
9: S=c1[nH]nc(-c2cc(-c3ccco3)[nH]n2)n1-c1cccc2ccccc12
10: COc1cc(NC(=O)c2ccc(-n3cnc4cccnc43)cc2)cc(OC)c1
11: Cc1cccc(N(C)S(=O)(=O)c2ccc3[nH]c(=O)c(=O)[nH]c3c2)c1
12: O=S(=O)(Nc1ccc(NS(=O)(=O)c2ccccc2)c(Cl)c1)c1ccccc1
13: COc1cccc(C2CC(=O)Nc3c2c(=O)nc2c(C)cccn32)c1OC (stereo not given)
14: OCCC1CN(Cc2ccsc2)CCN1C1CCCC1 (stereo not given)
15: COc1cc(C2N(C)C(=O)c3ccccc3N2C)ccc1O (stereo not given)
16: COc1ccc(CCNC(=S)Nc2cccc3ccccc23)cc1
17: CC(=O)Nc1ccc(N/C=C/C(=O)c2ccc(Cl)cc2)cc1
18: CN1CCC(NC(=O)c2cc(-c3cccc(Br)c3)nc3ccccc23)CC1

assay / compound,9,10,11,12,13,14,15,16,17,18
TRHR enhancer,5,-1,9,nt,-1,-9,-9,4,4,3
D2 antagonist,4,nt,-6,nt,nt,-19,0,-6,9,3
D2 ag,0.3,-0.1,0.1,nt,0.0,0.4,-1.9,-0.6,1.0,3.8
TrxR1 substrate,9%,-10%,8%[57.1 µM],-6%[57.1 µM],2%[57.1 µM],3%,222%[activator],2%,-8%[57.1 µM],-3%
Pin1 inhibitor,?,5%,-22%,?,6%,0%,-7%,-2%,?,-1%
TrxR1 inh,?,-5%,-9%[57.1 µM],12%[57.1 µM],-3%[57.1 µM],15%,68%[activator],8%,-3%[2.29 µM],9%
USP1-UAF1 inh,-15%,-21%,-11%,-2%,-9%,-5%,-24%,-18%,4%,-20%
TRHR ag,-1.0,0.3,0.0,nt,0.3,0.8,-1.6,-0.4,1.5,1.2
IDH1 R132H inh,-2%,-8%,4%,0%,20%,-10%,-11%,-1%,-1%,3%

19: CC(C)(C)C(=O)NC(NC(=S)Nc1ccc(S(N)(=O)=O)cc1)C(Cl)(Cl)Cl (stereo not given)
20: CCOc1ccc(Nc2nc(N)c([N+](=O)[O-])c(N3CCN(C)CC3)n2)cc1
21: CC(Sc1nc2c(c(=O)[nH]1)CCCC2)C(=O)Nc1ccc(S(N)(=O)=O)cc1 (stereo not given)
22: COc1ccc(/C=N/NC(=O)C(=O)NCC2CCCO2)cc1 (stereo not given)
23: CC(C)(C)C(=O)NCCc1nc2ccccc2n1CCCCOc1ccccc1
24: COc1ccc(S(=O)(=O)NNC(=O)c2ccc(-n3c(C)ccc3C)cc2)cc1

assay / compound,19,20,21,22,23,24
TRHR enhancer,-7,2,-1,9,-3,10
D2 antagonist,7,10,-10,-3,nt,-35
D2 ag,0.6,0.1,-1.2,-1.1,-1.0,0.2
TrxR1 substrate,-15%,3%,3%,-4%,0%,-3%
Pin1 inhibitor,9%,-1%,-4%,13%,0%,6%
TrxR1 inh,?,2%,10%,-10%,9%,?
USP1-UAF1 inh,-3%,-7%,-2%,-22%,-13%,-10%
TRHR ag,1.2,-0.1,0.0,-0.6,-0.6,0.1
IDH1 R132H inh,-3%,8%,11%,10%,-1%,-5%

25: COc1ccc(NS(=O)(=O)c2cccc(C(=O)NCc3ccccc3CN3CCOCC3)c2)cc1
26: CC(C)NC(=O)C(Cc1ccccc1)N1C(=O)c2ccccc2C1=O (stereo not given)
27: CCCCc1ccc(NC(=S)NCCO)cc1
28: Cc1ccccc1C(=O)OCCN1CCOCC1
29: COc1ccc(S(=O)(=O)N(C)C[C@@H]2Oc3ccc(NS(C)(=O)=O)cc3C(=O)N([C@@H](C)CO)C[C@H]2C)cc1
30: CCOc1ccc(C(=O)c2cn(CC(=O)Nc3ccc(Cl)cc3)c3cc4c(cc3c2=O)OCCO4)cc1

assay / compound,25,26,27,28,29,30
TRHR enhancer,nt,-7,1,1,nt,0
D2 antagonist,nt,27,31*,-2,nt,nt
D2 ag,nt,0.2,-0.2,0.6,nt,-0.8
TrxR1 substrate,3%,7%,6%[57.1 µM],2%,-4%,0%
Pin1 inhibitor,-2%,-2%,0%,-2%,-2%,-3%
TrxR1 inh,12%,10%[57.1 µM],3%[57.1 µM],-3%,?,4%
USP1-UAF1 inh,-21%,-6%,-26%,-14%,5%,-12%
TRHR ag,nt,-0.4,-0.8,0.1,nt,-1.5
IDH1 R132H inh,10%,12%,-4%,3%,-12%,-6%

31: Cc1cc(C(=O)COC(=O)C2=COCCO2)c(C)n1-c1ccccc1
32: O=C(/C=C/c1cccc([N+](=O)[O-])c1)NCCSCc1ccco1
33: Cn1c(=S)n(C)c2ccccc21
34: C/C(=N\NC(=O)c1cc(-c2cccc(OC(C)C)c2)nc2ccccc12)c1cccnc1
35: Nc1c(-c2ccccc2)cnc2c(-c3ccccc3)cnn12
36: O=S(=O)(NCC(O)c1ccccc1)c1ccc(-c2ccccn2)s1 (stereo not given)

assay / compound,31,32,33,34,35,36
TRHR enhancer,nt,4,4,-7,5,-4
D2 antagonist,nt,nt,-26,8,-15,1
D2 ag,nt,nt,-0.7,1.3,0.6,1.2
TrxR1 substrate,4%[11.4 µM],-7%,1%,-1%,64%[activator],6%[57.1 µM]
Pin1 inhibitor,1%,-3%,-10%,1%,-5%,-1%
TrxR1 inh,5%[11.4 µM],-2%,13%,13%,45%[activator],-8%
USP1-UAF1 inh,-17%,-8%,-12%,-6%,-17%,-6%
TRHR ag,nt,0.4,-0.7,0.6,0.6,1.0
IDH1 R132H inh,11%,2%,2%,1%,19%,0%

37: CCOc1ccc(S(=O)(=O)N(CC)CC(=O)N2CCOCC2)cc1C
38: O=C(NCCc1ccc(C(F)(F)F)cc1)c1ccc2c(c1)OCO2
39: NS(=O)(=O)c1ccc(CCNC(=O)c2cccc(OC(F)F)c2)cc1
40: COc1cc(C2c3c(oc4c(C)cc(C)cc4c3=O)C(=O)N2Cc2cccnc2)ccc1O (stereo not given)
41: Cc1ccc2nc(C(Cl)(Cl)Cl)nc(N/N=C/c3ccncc3)c2c1
42: O=C(NCc1cccnc1)c1cccc(-c2cc3ccccc3oc2=O)c1

assay / compound,37,38,39,40,41,42
TRHR enhancer,-6,-7,2,nt,3,-10
D2 antagonist,-18,-6,8,nt,-6,-1
D2 ag,5.6,0.0,0.6,nt,0.6,0.5
TrxR1 substrate,-2%[57.1 µM],8%,-6%,-1%,-3%,23%
Pin1 inhibitor,0%,-9%,6%,5%,1%,14%
TrxR1 inh,-5%[57.1 µM],17%,5%,4%,4%[11.4 µM],-4%
USP1-UAF1 inh,-15%,-20%,-19%,-24%,6%,-20%
TRHR ag,-0.7,-1.2,0.3,nt,0.5,-1.8
IDH1 R132H inh,0%,9%,-6%,6%,29%,-10%

43: COc1ccc(NC(=O)c2cccnc2)c([N+](=O)[O-])c1
44: CC(=O)N1CCc2cc(S(=O)(=O)NCCN3CCC(C)CC3)ccc21
45: Cc1ccc(NC(=S)N2CCN(C(=O)C3CCCO3)CC2)c(C)c1 (stereo not given)
46: O=C(COc1cccnc1[N+](=O)[O-])Nc1c(Cl)cccc1Cl
47: Cc1ccc(CNC(=O)c2cnc(N(C)C)nc2)cc1

assay / compound,43,44,45,46,47
TRHR enhancer,0,2,nt,nt,4
D2 antagonist,1,-19,nt,nt,nt
D2 ag,-0.8,1.3,nt,nt,0.3
TrxR1 substrate,6%[57.1 µM],-4%,-2%,-1%[2.29 µM],-2%[57.1 µM]
Pin1 inhibitor,4%,-3%,2%,2%,-1%
TrxR1 inh,27%[57.1 µM],-6%,-3%,3%[2.29 µM],0%[57.1 µM]
USP1-UAF1 inh,-26%,-9%,-7%,-7%,-18%
TRHR ag,1.0,0.4,nt,nt,-1.4
IDH1 R132H inh,5%,2%,8%,3%,nt
